# Compound activity as filed in PubChem BioAssay.
# AddAB inh: growth inhibition of E. coli expressing H. pylori AddAB, primary screen, AddAB inhibitor project, absorbance; inhibition, % at 11.9 µM; 0.29% of 330,000 active; in the data active = inhibition above about 12%;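 note: 0% = vehicle wells of infected cells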
# phage Ecoli inh: growth loss of phage-infected E. coli, primary screen, RecBCD inhibitor project, absorbance, with phage, HTS; 0.26% of 360,000 active; inhibition, % at 11.9 µM; in the data active = inhibition above about 11%
# CAL PDZ FP-1: CAL PDZ peptide-binding inhibitors, primary screen, biochemical, fluorescence polarization, Cer-tagged CAL PDZ, HTS; purified CAL PDZ, TMR-peptide fluorescence polarization, 1 h; inhibition, % at 20 µM; 0.02% of 330,000 active; AID 504414, 2011;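 active = highest replicate inhibition of at least 40%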;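 note: plate controls were DMSO neutral control wells for no effect and unlabeled competitor peptide control wells for full effect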
#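 System: purified tagged CAL PDZ domain construct (CerCALP). Schedule: 1 h incubation at room temperature before polarization reading. Medium: 25 mM sodium phosphate pH 7.4, 150 mM NaCl, TCEP, IgG, Thesit. Read-out: percent inhibition from loss of millipolarization. Measured by: FP readout, S and P plane fluorescence. Probe or stimulus: fluorescent TMR peptide probe.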
# Wnt bcat act: Wnt/beta-catenin pathway activators, primary screen, cell-based, plate reader, single point. Wnt/beta-catenin reporter cell assay, activator. activation, % at 9.35 µM. 1.2% of 300,000 active; in the data active = activation above about 30%, passing the limit was not always enough; inconclusive = no clear call, values can overlap the other calls;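 note: 0% = neutral control wells and 100% = positive control wells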
# SR-BI HDL uptake: inhibitors of SR-BI mediated HDL lipid uptake, primary screen, ldlA[mSR-BI] cells, fluorescence, single point. 0.96% of 320,000 active. inhibition, % at 12.5 µM. Scavenger receptor class B member 1 (Mus musculus), Q61009. ldlA[mSR-BI] CHO cells, DiI-HDL uptake fluorescence, 3 h;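 active = mean replicate inhibition of at least 70% and a set share of replicates each scoring 70 or more; inconclusive = meets just one of the two criteria; inactive = fails both criteria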;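 note: 0% = median of neutral control wells and 100% = median of positive control wells; values of inactives mirror those of a sister screen read the other way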
# Target sequence (Q61009 whole entry, looked up): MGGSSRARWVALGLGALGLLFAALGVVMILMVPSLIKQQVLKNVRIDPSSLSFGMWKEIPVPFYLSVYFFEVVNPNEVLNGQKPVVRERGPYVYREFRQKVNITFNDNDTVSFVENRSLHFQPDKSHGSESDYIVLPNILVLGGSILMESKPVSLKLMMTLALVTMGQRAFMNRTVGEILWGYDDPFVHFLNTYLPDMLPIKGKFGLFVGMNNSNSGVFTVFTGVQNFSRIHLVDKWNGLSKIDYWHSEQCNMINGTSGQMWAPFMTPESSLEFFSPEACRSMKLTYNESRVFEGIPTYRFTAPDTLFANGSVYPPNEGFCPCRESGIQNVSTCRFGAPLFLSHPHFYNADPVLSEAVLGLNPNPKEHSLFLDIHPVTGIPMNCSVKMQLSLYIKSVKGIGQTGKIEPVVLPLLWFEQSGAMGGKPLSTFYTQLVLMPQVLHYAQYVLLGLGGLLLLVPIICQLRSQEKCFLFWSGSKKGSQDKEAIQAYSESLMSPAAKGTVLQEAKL
# MITF act: activators of MITF-driven TRPM1 promoter reporter, primary screen, cell-based, SK-MEL-5, luciferase, single point. SK-MEL-5 TRPM1-promoter luciferase, 24 h; % of positive control, neutral wells = 0. activation, % at 12.5 µM. 0.75% of 300,000 active;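 active = mean activation of at least 80% with every replicate also reaching 80%; inconclusive = mean reaches 80% but some replicate falls short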;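 note: 0% = neutral control wells and 100% = parthenolide positive control wells; values of inactives mirror those of a sister screen read the other way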
# CAL PDZ FP-2: untagged CAL PDZ binding inhibitors, primary screen, biochemical, fluorescence polarization, HTS; Golgi-associated PDZ and coiled-coil motif-containing protein (Homo sapiens), Q9HD26; purified CAL PDZ, TMR-peptide fluorescence polarization, 1 h; inhibition, % at 24.9 µM; 0.92% of 300,000 active; AID 602252, 2012;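 active = mean inhibition of at least 30% with at least half of replicates also reaching 30%; inconclusive = no clear call, values can overlap the other calls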;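 note: 0% = DMSO neutral control and 100% = excess unlabeled competitor peptide PRC23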
# Tat transport: E. coli Tat export inhibitors, primary screen, MC4100, TorA-mCherry reporter, fluorescence, single point; inhibition, % at 10 µM; 0.036% of 340,000 active; AID 488895, 2010;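 active = mean replicate inhibition at least 50% and at least half of replicates individually reaching 50%; inconclusive = only one of the two criteria met; inactive = neither criterion met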;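 note: exported cargo escapes ClpAP degradation while cytoplasmic cargo is degraded and loses fluorescence; 0% = median of neutral control wells and 100% = median of NaSCN control wells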
# E coli growth: E. coli V3065 growth inhibition, primary screen, counter-screen for AddAB inhibitor project, absorbance, OD600. 18 h. inhibition, % at 11.9 µM. 0.27% of 330,000 active;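 active = inhibition above the campaign's mean inhibition across all tested compounds plus 3 SD, cut at about 9.9% in these data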;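 note: uninfected addAB+ strain grown without phage in ampicillin broth; 0% = DMSO wells and 100% = ciprofloxacin 0.95 µg/ml wells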
# SR-BI DiI-HDL act: activators of SR-BI mediated DiI-HDL uptake, primary screen, ldlA[mSR-BI] CHO cells, DiI fluorescence | AID 504775, 2011 | 0.096% of 320,000 active | 3 h; 100 = double the neutral-control signal | activation, % at 12.5 µM;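 active = mean replicate activation of at least 60% and every replicate at or above 60%; inconclusive = mean or all-replicate condition met, but not both; inactive = mean below 60% and not all replicates reaching 60%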;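 note: 0% = median plate neutral-control signal and 100% = twice that signal; values of inactives mirror those of a sister screen read the other way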
#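 Test system: SR-BI-overexpressing, LDLR-lacking CHO cells; Medium: Ham's F12 with 0.5% BSA, HEPES 25 mM, pH 7.4; Schedule: 3 h, 37 °C; Technique: bottom-read fluorescence, 550/595 nm.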
# Numbers without * were called inactive; ? = inconclusive; / = no result given. Outcome played no part in choosing rows; any-hit rate near 3.6%.
no.	Compound	AddAB inh	phage Ecoli inh	CAL PDZ FP-1	Wnt bcat act	SR-BI HDL uptake
1	COCCn1c(SCC(=O)NNC(=O)c2cc(Cl)ccc2OC)nnc1-c1ccncc1	1.2	1.7	-0.4	3	10
2	Cc1cc(C)nc(SCc2n[nH]c(=S)n2C)n1	1.4	2.2	-0.7	-2	/
3	COc1cc2oc(=O)c3c(c2cc1OCC(=O)c1c(C)n(C)c2ccccc12)CCCC3	1.9	0.9	-0.3	/	-21
4	CCOCCCNC(=O)C1(O)c2cc(Br)ccc2NC(=O)N1c1cccc(OC)c1 (centres undefined)	3.4	1.5	0.4	-1	-4
5	CCNC(=O)COn1c(SCC(=O)NCC)nc2ccccc2c1=O	0.9	1.1	/	-2	-34
6	CSc1n[nH]c(-c2ccc(C(F)(F)F)cc2)n1	2.8	2.4	-0.6	21	-3
7	Cc1noc(C)c1S(=O)(=O)N(C)C[C@H]1Oc2ccc(NS(=O)(=O)c3cn(C)cn3)cc2C(=O)N([C@H](C)CO)C[C@@H]1C	0.2	3.1	0.8	-3	-37
8	CN(CC1CCCO1)S(=O)(=O)c1ccc(C(=O)Nc2nnc(-c3ccccc3)o2)cc1 (centres undefined)	-1.9	-5.8	-4.4	0	-18
9	COc1ccccc1NC(=O)c1ccc(NS(C)(=O)=O)cc1	1.8	0.8	0.7	/	10
10	CNC(=O)N(O)C1N(/N=C/c2ccccc2OC)C(=S)SC1(C)C (centres undefined)	0.2	1.8	-0.4	-6	14
11	CCC(C)[C@H](NC(=O)NCCCN1CCOCC1)C(=O)OC (some centres undefined)	0.1	-0.4	/	/	-25
12	O=C(NCc1ccccc1)c1ccc(Cn2cc(C(F)(F)F)ccc2=O)cc1	2.3	0.8	-1.0	/	14
13	CC1CCCCC1NC(=O)COC(=O)CNC(=O)c1cccc(F)c1 (centres undefined)	0.7	2.8	-0.8	0	-6
14	CCCN1CCCc2cc(CN(CCCN3CCOCC3)C(=O)Nc3ccc(OCC)cc3)ccc21	-2.3	1.6	-1.9	/	12
15	COC(=O)CC(N)c1ccc(Br)cc1 (centres undefined)	1.8	4.0	1.1	-1	3

no.	MITF act	CAL PDZ FP-2	Tat transport	E coli growth	SR-BI DiI-HDL act
1	-8	/	-2	0.2	-10
2	0	3	3	-1.4	/
3	-1	-6	1	-1.9	21
4	-7	8	0	1.7	4
5	/	1	-2	1.8	34
6	41	3	-3	1.6	3
7	4	1	-1	-3.0	37
8	3	-3	15	-5.7	18
9	3	-1	5	0.2	-10
10	7	/	0	-1.2	-14
11	3	-3	-8	-0.5	25
12	/	-3	-2	0.0	-14
13	7	/	9	0.5	6
14	-13	/	6	-0.6	-12
15	5	/	-10	1.9	-3

# Further entries follow:
no.	Compound	AddAB inh	phage Ecoli inh	CAL PDZ FP-1	Wnt bcat act	SR-BI HDL uptake
16	CCn1cc(/C=C2/SC(=S)NC2=O)c(C)n1	0.2	0.8	-1.0	0	-28
17	c1ccc2c(-c3c[nH]c4ccccc34)c3ccccc3nc2c1	1.2	1.1	-2.8	/	-4
18	COc1ccccc1Nc1ccc(C(=O)O)cc1[N+](=O)[O-]	-0.7	1.7	-0.9	-1	-25
19	Cc1cccc(C)c1NC(=O)CNC(=O)c1ccc(N2CCCC2)c([N+](=O)[O-])c1	3.5	-1.2	-0.9	-2	0
20	O=S(=O)(c1cccs1)N1CCC2(CC1)OCCO2	-1.9	0.2	0.6	-1	-16
21	Cc1cccc(CCNS(=O)(=O)c2ccc(S(=O)(=O)N3CCCCC3)cc2)c1	2.0	2.4	0.2	2	-4
22	CC(C)[C@@H](CO)NC(=O)c1ccc2c3n(nc2c1)-c1ccccc1CO3	1.6	2.3	-1.8	6	31
23	O=Cc1c(F)cccc1N1CCCC1	-1.4	1.7	-2.9	-1	11
24	O=C(Nc1ccccc1N1CCCC1)C1=COCCO1	-0.7	1.0	-0.7	-1	19
25	Cc1cccc(N=C2NC(=O)S/C2=C\c2ccco2)c1	3.1	5.2	-3.3	-1	56
26	CC(=O)c1cccc(OCCCOc2cccc3cccnc23)c1	0.6	-2.1	-1.3	4	25
27	O=C(COC(=O)c1cccc(O)c1)Nc1ccc(N2CCOCC2)cc1	2.2	-0.2	0.2	0	2
28	Cc1cc(C)cc(OCC(=O)N(C)CC(=O)Nc2ccc(Cl)c(C(F)(F)F)c2)c1	0.4	2.4	-0.5	-3	-1
29	COc1ccc2[nH]c(=O)c(C(c3nnnn3C3CCCCC3)N3CCN(C)CC3)cc2c1 (centres undefined)	0.9	1.7	-2.7	/	0
30	CC1(C)Cc2c(ccc3ccccc23)C(NNC(=O)c2cccnc2)=N1	0.6	1.3	0.6	/	19

no.	MITF act	CAL PDZ FP-2	Tat transport	E coli growth	SR-BI DiI-HDL act
16	-10	-4	0	0.0	28
17	-25	-4	-1	-0.1	4
18	-1	-1	1	0.8	25
19	-3	/	3	1.2	0
20	1	-4	-1	1.2	16
21	9	7	-6	-1.0	4
22	11	7	5	2.8	-31
23	-19	-4	-3	-3.2	-11
24	-7	4	-1	-0.5	-19
25	-2	-3	-5	0.6	-56
26	23	-22	6	1.0	-25
27	5	-9	-4	0.9	-2
28	-15	-10	10	-0.2	1
29	/	1	15	-1.2	0
30	-11	/	-11	-0.6	-19

# Individual results from the list:
# E coli growth with cpd 16 = 0.0
# E coli growth with cpd 17 = -0.1
# SR-BI DiI-HDL act with cpd 21 = 4
# Tat transport with cpd 20 = -1
# Wnt bcat act with cpd 22 = 6

# (list continues)
no.	Compound	AddAB inh	phage Ecoli inh	CAL PDZ FP-1	Wnt bcat act	SR-BI HDL uptake
31	c1ccc(C(c2nnnn2Cc2ccco2)N2CCN(c3nc4ccccc4s3)CC2)cc1 (centres undefined)	1.9	3.6	-1.4	/	/
32	Cc1c(C(=O)N2CCN(c3ccccc3F)CC2)oc2c1C(=O)CC(C)(C)C2	-0.9	-0.2	-2.0	0	32
33	Cn1c(=O)c2c(SC3CCCC3)nc(C3CC3)nc2n(C)c1=O	0.6	5.1	-1.2	-2	56
34	O=c1c(Cl)c(N2CCNCC2)cnn1C12CC3CC(CC(C3)C1)C2	0.5	-0.4	-0.2	?	40
35	COc1cccc(C(=O)NCCNC(=O)c2cnccn2)c1	0.2	2.6	-1.2	0	-4
36	CCN(CC(=O)Nc1ccc(C)c(S(=O)(=O)N(C)C)c1)Cc1ccccc1	-0.1	0.0	-0.6	9	15
37	COc1ccc(-c2nc(CS(=O)CC(=O)NCC3CCCO3)c(C)o2)cc1 (centres undefined)	2.0	2.5	-0.7	-1	22
38	COc1ccc(/C=C2\SC(=O)N(CCCC(=O)Nc3cc(Cl)ccc3C(=O)O)C2=O)cc1	0.4	2.2	-2.1	-21	-22
39	COc1ccc(C2CC(c3cccs3)n3nc(N)nc3N2)cc1 (centres undefined)	3.2	1.1	0.6	24	-8
40	COc1ccc(C(N)=O)cc1NC(=O)c1cccc(F)c1	4.2	1.7	-0.6	/	-8
41	COc1ccc(N(CC(=O)NCc2ccccc2)S(=O)(=O)c2c(C)noc2C)cc1	0.5	1.6	-1.6	/	8
42	CC(C)(C)Nc1nc(SCC(=O)Nc2ccccc2Cl)nc(N2CCOCC2)n1	2.9	-2.9	-1.1	-1	20
43	C=CCN(c1nc(C)cc(OC)n1)S(=O)(=O)c1ccc(C)cc1	2.2	0.2	0.0	0	-16
44	COc1cccc(OC)c1C1=NC(C)(C)CO1	1.8	4.7	-1.4	2	-17
45	O=C(COC(=O)COc1cccc(F)c1)Nc1nc2ccccc2s1	1.0	1.5	0.7	10	-2

no.	MITF act	CAL PDZ FP-2	Tat transport	E coli growth	SR-BI DiI-HDL act
31	-3	-2	5	0.9	/
32	5	-2	9	-2.4	-32
33	/	-9	-3	-3.2	-56
34	4	2	1	-0.2	-40
35	-11	0	1	-1.8	4
36	5	-2	-4	-0.2	-15
37	/	/	-3	1.8	-22
38	-88	-3	-2	2.9	22
39	28	-3	-2	1.4	8
40	-20	0	4	-1.7	8
41	/	2	5	0.9	-8
42	-12	-4	-1	1.7	-20
43	/	/	-1	0.1	16
44	/	/	5	1.9	17
45	1	-2	-2	0.5	2

# Next part.
no.	Compound	AddAB inh	phage Ecoli inh	CAL PDZ FP-1	Wnt bcat act	SR-BI HDL uptake
46	COc1ccc(C2c3cc4c(cc3OC(NNC(N)=O)C2C)OCO4)cc1 (centres undefined)	/	2.1	-0.8	-6	-4
47	Cn1c(C(=O)NCCCN2CCN(c3ccccc3F)CC2)cc2c(=O)n(C)c3ccccc3c21	4.8	0.8	-0.3	0	69
48	CCOc1ccccc1N1CCN(CC(O)COC2CCCc3ccccc32)CC1 (centres undefined)	0.3	1.4	-2.7	-3	/
49	Cc1nc2ccc(Br)cc2c(=O)n1Cc1cccs1	-0.4	3.0	-1.2	5	7
50	O=C(Cc1ccc(F)cc1)N1CCN(c2ccc([N+](=O)[O-])cc2)CC1	/	-0.1	0.6	-1	-12
51	COc1ccccc1NC(=O)c1ccc(NC(=O)COC(=O)c2cccnc2Cl)cc1	-1.4	2.5	-2.8	1	61
52	CCOC(=O)C(=O)Nc1nc(-c2ccccc2)c(CC)s1	1.3	2.5	-2.7	-4	-6

no.	MITF act	CAL PDZ FP-2	Tat transport	E coli growth	SR-BI DiI-HDL act
46	/	2	1	/	4
47	/	/	9	-0.2	-69
48	-2	1	4	-0.9	/
49	10	-26	3	-1.6	-7
50	2	0	11	/	12
51	0	-3	-9	-0.6	-61
52	-3	65*	-1	1.7	6

# One compound at a time (already shown).
# Listed for Cc1noc(C)c1S(=O)(=O)N(C)C[C@H]1Oc2ccc(NS(=O)(=O)c3cn(C)cn3)cc2C(=O)N([C@H](C)CO)C[C@@H]1C : AddAB inh = 0.2; phage Ecoli inh = 3.1; CAL PDZ FP-1 = 0.8; Wnt bcat act = -3; SR-BI HDL uptake = -37; MITF act = 4; CAL PDZ FP-2 = 1; Tat transport = -1; E coli growth = -3.0; SR-BI DiI-HDL act = 37
# Listed for CC1(C)Cc2c(ccc3ccccc23)C(NNC(=O)c2cccnc2)=N1 : AddAB inh = 0.6; phage Ecoli inh = 1.3; CAL PDZ FP-1 = 0.6; Wnt bcat act = /; SR-BI HDL uptake = 19; MITF act = -11; CAL PDZ FP-2 = /; Tat transport = -11; E coli growth = -0.6; SR-BI DiI-HDL act = -19
